All columns: NCI-60 one-dose screen, growth in % after 48 h at 10 µM unless noted; 100 = growth as untreated, 0 = no growth, -100 = all killed.
HCT-116: HCT-116 colon cancer. AID 1794798. 82,000 compounds, 7.3% hits
HCT-15: HCT-15 colon cancer | 82,000 compounds, 5.2% hits | AID 1794746
HT29: HT29 colon cancer; 81,000 compounds, 7.4% hits
SNB-75: SNB-75 CNS cancer; 79,000 compounds, 5% hits
COLO 205: COLO 205 colon cancer; 79,000 compounds, 7.3% hits
SW-620: SW-620 colon cancer; 82,000 compounds, 5.2% hits; AID 1794795
A498: A498 renal cancer cells; 76,000 compounds, 5.4% hits
KM12: KM12 colon cancer cells; 82,000 compounds, 5% hits; AID 1794800
HCC-2998: HCC-2998 colon cancer | AID 1794799 | 79,000 compounds, 4.7% hits
The depositor's hits bear a star; . = no result given; & = joins results of further samples. The calls were made as follows: active = growth percent below 10; inactive = the rest.

SMILES	HCT-116	HCT-15	HT29	SNB-75	COLO 205	SW-620	A498	KM12	HCC-2998
N#Cc1c(N)nc2c(c(N)nn2-c2ccccc2)c1-c1ccc(Cl)cc1Cl	29	26	115	11	117	44	43	23	57
CC(=O)c1cn2ccc3ccccc3c2c1[Si](C)(C)C	69	72	56	106	115	91	147	82	91
COc1ccc(-c2cc3ccc(N(C)C)cc3nc2N)c(F)c1	19	31	7.6*	55	12	42	47	35	52
O=C(O)c1c(Cl)c(Cl)c(Cl)c(Cl)c1-c1c2cc(I)c(=O)c(I)c-2oc2c(I)c(O)c(I)cc12	114&103&106	90&107&101	95&104&105	49&91&108	119&108&121	109&140&107	106	104&100&102	113&106&110
O=c1/c(=C/c2cccnc2)sc2nc3ccccc3n12	97&99	95&95	107&106	88&94	111&107	96&105	85&88	96&98	102&101
Cc1ccc(N2CCN(CC(O)COc3cccc4ccccc34)CC2)cc1 (configuration not stated)	97	105	97	91	121	101	39	113	96
COc1cc(OC)c(NC(N)=O)cc1Cl	100	99	109	90	99	99	104	93	119
Cc1ccc(C2OC(=O)C(=O)C2=O)cc1 (configuration not stated)	105	107	108	101	112	107	141	105	132
Cc1cc2c(c(O)c1Br)-c1ncoc1C(=O)[C@]1(C)CC[C@H](C(C)C)[C@H]21	31	7.3*	5.4*	60	-16*	23	104	20	38
COc1cc(C2CC(c3ccc(Cl)cc3)=NN2c2ccc(Cl)cc2)cc(OC)c1OC (configuration not stated)	94	91	95	59	91	97	88	96	.
O=C(O)CCCCCCCCCCC1CCC(O)C1O (configuration not stated)	105	102	96	95	115	103	.	113	104
CCN(CC)CC(C)(C)C=O	114	102	108	97	104	101	108	109	100
C/C(=C\CC/C=C(\C)CC/C=C(\C)CC[C@@H](O)C(C)(C)O)CC/C=C(\C)CC[C@@H](O)C(C)(C)O	10	21	-67*	70	42	43	74	26	32
O=C(Nc1cccc(F)c1)C1=NCCCCN1	102	100	104	89	110	93	105	105	102
CCSCC(C)C(=O)OC (configuration not stated)	102	116	117	92	103	106	114	103	88
S=C1NCCN1c1ccc(Cl)cc1	106	108	101	94	106	104	86	99	107
CCN=C(NCC)c1ccc(NC(=O)Nc2ccc(NC(=O)Nc3ccc(C(=NCC)NCC)cc3)cc2)cc1	59	73	.	75	84	93	56	66	83
COc1ccc2c(c1)nnn1c3ncccc3c(N=O)c21	-86*	-33*	-49*	-23*	-61*	-80*	32	5.8*	13
CSc1nc(=O)n(Cc2ccc(F)cc2)c(=O)[nH]1	103	106	111	93	104	106	98	98	105
Cc1ccc2c(n1)C[C@H](C#N)CC[C@H]2C	104	101	113	107	108	100	112	104	114
O=C(NN1C(=O)/C(=C/c2cccs2)SC1=S)c1cccnc1	99	106	107	97	110	108	105	105	106
CNC(=O)c1cc(N2CCc3c2ccc(NC(=O)Nc2ccc(Cl)c(C(F)(F)F)c2)c3F)ccn1	100	101	99	48	108	110	72	37	125
O=C(Nc1ccc2oc(=O)ccc2c1)c1cc(C(F)(F)F)cc(C(F)(F)F)c1	94	91	121	105	120	108	.	115	116
O=C(Nc1cccc(Cl)c1)OCC#CCCl	53	71	76	74	85	87	72	80	94
COC1(c2ccco2)OC1(C)C (configuration not stated)	116	99	.	79	113	112	100	104	109

New compounds follow
SMILES	HCT-116	HCT-15	HT29	SNB-75	COLO 205	SW-620	A498	KM12	HCC-2998
CCOC(=O)c1c(C)c[nH]c1Cc1[nH]cc(C)c1C(=O)OCC	86	96	94	78	107	104	92	100	106
Cc1ccc(C(O)(CBr)CC(Cl)(Cl)Cl)cc1 (configuration not stated)	103	102	103	99	101	104	91	103	95
CC1=NN(c2nc(-c3ccccc3)c(C#N)c(=O)n2C)C(=O)C1N=Nc1ccc(C(=O)O)cc1 (configuration not stated)	100	104	105	67	124	92	155	107	78
COC(=O)c1c2c(c(C)[n+]([O-])c1C)C(=O)C(NCc1cccc(Cl)c1)=CC2=O	1.2*	7.6*	5.9*	127	-50*	7.1*	106	18	15
Cc1nc2ccc(Br)cn2c1-c1nnc(SCc2ccc([N+](=O)[O-])cc2)o1	104	101	103	80	109	108	94	110	108
CN(C)c1cccc2c(S(=O)(=O)Nc3cc(-c4csc(NC(=O)CN5CCN(CCO)CC5)n4)ccc3F)cccc12	79	84	73	91	87	103	103	95	104
O=C1CC2(CCOCC2)Oc2ccccc21	105	107	110	96	119	100	110	104	109
O=C1C(=O)N(CN2CCN(c3cc(=O)n(-c4ccccc4)c4ccccc34)CC2)c2ccccc21	106	107	111	44	117	101	73	101	112
CC(C)(C)CC(C)(C)NCc1ccccc1	102	104	124	100	108	108	111	110	112
COc1cc(CNC(=O)CCCC/C=C/C(C)C)ccc1OCc1cn(-c2ccc(C(F)(F)F)cc2)nn1	3.0*	60	79	50	73	41	86	81	95
CCC(O)c1ccc2ccccc2c1 (configuration not stated)	89	102	102	85	113	105	104	106	102
N#CC(I)CS(=O)(=O)c1ccccc1 (configuration not stated)	-11*	64	51	95	-28*	26	121	96	107
CCN(CC)CCNC(=O)c1c(C)[nH]c(/C=C2\C(=O)Nc3cc(NC(=O)NC(=O)c4ccc(OC)cc4F)ccc32)c1C	65	73	32	94	95	95	78	52	100
COc1cc2ccc(C(C)=O)cc2cc1OC	103	97	112	.	97	98	65	105	.
CCCn1c(=O)[nH]c2c(c1=O)C(c1ccc(F)cc1)c1c([nH]c(=O)n(CCC)c1=O)N2	116	106	96	108	120	103	102	101	96
COc1cc(C=O)ccc1OC(=O)c1cc(-c2ccc(C)cc2)n(-c2ccc(S(C)(=O)=O)cc2)n1	99	97	113	104	126	124	143	104	118
C=CCNC(=S)Nc1ccccc1	97	106	98	91	106	99	101	105	119
O=C(NCc1cn(Cc2cccc(Oc3ccccc3)c2)nn1)c1cccnc1Nc1ccc(Cl)cc1	86	90	97	.	111	91	68	83	92
Cc1ccc(C(C)C)c(S)c1C(C)C	90	103	96	90	114	99	94	105	104
COC(=O)[C@]12CC[C@@H](C(/C=C/c3cccnc3)=N/O)[C@@H]1[C@H]1CC[C@@H]3[C@@]4(C)CC(=C/c5cccnc5)/C(=N/O)C(C)(C)[C@@H]4CC[C@@]3(C)[C@]1(C)CC2	19	23	33	23	18	46	92	38	46
CN1CCN(Cc2ccc(NC(=O)c3cncc(C#Cc4cncc5nccnc45)c3)cc2C(F)(F)F)CC1	20	41	23	.	2.5*	26	21	14	34
CC(C)(O/N=C(\C(=O)N[C@@H]1C(=O)N2C(C(=O)[O-])=C(C[n+]3ccccc3)CSC12)c1csc(N)n1)C(=O)O (some centres not stated)	102	100	.	103	.	99	120	98	114
O=C(O)C1C2C=CC(C2)C1C(=O)O (configuration not stated)	112&17&104	101&106	104&14&94	89&62&102	118&47&115	103&22&104	99&65&97	104&25&106	107&46&117
CC(/C=C1\SC(=S)N(CCCC(=O)NC(CC(C)C)C(=O)O)C1=O)=C\c1ccccc1 (configuration not stated)	71	99	119	.	124	112	145	58	108
COc1cc2c(c(OC)c1OC)C(=O)CC(c1cccc(NC(=O)c3ccccc3)c1)O2 (configuration not stated)	81	87	100	89	102	97	82	101	103

A stretch of the results above:
SMILES	HCT-116	HCT-15	HT29	SNB-75	COLO 205	SW-620	A498	KM12	HCC-2998
C=CCNC(=S)Nc1ccccc1	97	106	98	91	106	99	101	105	119
O=C(NCc1cn(Cc2cccc(Oc3ccccc3)c2)nn1)c1cccnc1Nc1ccc(Cl)cc1	86	90	97	.	111	91	68	83	92
Cc1ccc(C(C)C)c(S)c1C(C)C	90	103	96	90	114	99	94	105	104
COC(=O)[C@]12CC[C@@H](C(/C=C/c3cccnc3)=N/O)[C@@H]1[C@H]1CC[C@@H]3[C@@]4(C)CC(=C/c5cccnc5)/C(=N/O)C(C)(C)[C@@H]4CC[C@@]3(C)[C@]1(C)CC2	19	23	33	23	18	46	92	38	46

Profiles, quoted from the list.
COc1cc(CNC(=O)CCCC/C=C/C(C)C)ccc1OCc1cn(-c2ccc(C(F)(F)F)cc2)nn1 is listed with HCT-116: 3.0*; HCT-15: 60; HT29: 79; SNB-75: 50; COLO 205: 73; SW-620: 41; A498: 86; KM12: 81; HCC-2998: 95
CC(/C=C1\SC(=S)N(CCCC(=O)NC(CC(C)C)C(=O)O)C1=O)=C\c1ccccc1 (configuration not stated) is listed with HCT-116: 71; HCT-15: 99; HT29: 119; SNB-75: .; COLO 205: 124; SW-620: 112; A498: 145; KM12: 58; HCC-2998: 108
CCSCC(C)C(=O)OC (configuration not stated) is listed with HCT-116: 102; HCT-15: 116; HT29: 117; SNB-75: 92; COLO 205: 103; SW-620: 106; A498: 114; KM12: 103; HCC-2998: 88

Continued.
SMILES	HCT-116	HCT-15	HT29	SNB-75	COLO 205	SW-620	A498	KM12	HCC-2998
COc1ccc(/C(C)=N\O)cc1	97	100	102	89	125	106	96	95	92
Cn1cc(Nc2ncnc(-c3ccc(N4CCCC4)c(C#N)c3)n2)cn1	51	41	75	31	72	58	43	55	69
N#CSCc1cc(=O)c(O)co1	83	100	93	101	95	108	80	102	106
CCCCCCCCCCCC1=NC(C)(COC(=O)c2ccccc2)CO1 (configuration not stated)	96	105	96	76	122	100	102	101	100
Cc1ccc(C(=O)Nc2cccc(C(=O)NC(=S)Nc3ccc(C(=O)O)cc3)c2)cc1	98	95	127	71	104	94	104	100	113
O=C(NCCNc1nccc(-c2c(-c3ccc(F)cc3)nc3sccn23)n1)c1ccccc1	35	33	18	.	43	51	63	54	71
CC1CCC(CC(=O)O)(C(=O)O)CC1 (configuration not stated)	111&103	107&114	108&97	100&87	124&106	112&88	115&85	108&103	110&113
COc1ccc(-c2nc([C@@H](C)Sc3nc(N)cc(N)n3)c(C)s2)cc1OCCN1CCOCC1	103	103	97	92	116	107	36	104	84
CCCCNC(C)(C)COC(=O)c1ccc(N)cc1	86	104	88	89	105	101	92	104	102
CC1=C/C(=C(\c2cc(C)c(O)c(C(=O)O)c2)c2c(Cl)cccc2Cl)C=C(C(=O)O)C1=O	105	105	98	90	110	110	110	103	110
COc1c2c(c(OC)c3occc13)OC(C)=C1SC(N)=C(C#N)C12 (configuration not stated)	89	100	106	76	98	107	94	105	111
O=c1nc(Nc2cccc(Cl)c2)oc2cc(Cl)oc(=O)c12	55	83	85	67	80	74	103	82	96
COc1cc(/C=C/C(=O)c2ccccc2)ccc1Oc1nc(Nc2ccc(F)cc2)nc(N(C)C)n1	-83*	-0.1*	15	40	36	-0.8*	49	41	59
COc1ccc(-c2cc(=O)c3c(OC)c4ccoc4cc3o2)cc1	98	92	82	104	102	93	121	100	106
Cc1nn(-c2ccccc2)c(-n2ccnc2)c1/C=N/Nc1nc(-c2ccc(Cl)c(Cl)c2)cs1	0.9*	24	17	-2.4*	52	31	43	67	63
CCOC(=O)c1ccc(NC(=O)N2CC(C)OC(C)C2)cc1 (configuration not stated)	102	96	101	.	116	106	81	108	105
O=c1oc2c(cnc3ccc(Br)cc32)cc1-c1ccccc1	103	103	106	115	117	103	97	117	106
O=C(Nc1ccc(NC(=O)c2cc(Cl)nc3ccccc23)cc1)Nc1ccc(Cl)c(C(F)(F)F)c1	90	105	101	83	113	100	.	103	100
CCCCC1COc2cccc3c2N1C=C/C3=C\C(=O)N(C)c1cccc(Br)c1 (configuration not stated)	97	94	103	95	108	103	105	107	110
O=S1(=O)N=C(OC(CCl)CCl)c2ccccc21	103	93	101	75	108	96	108	113	101
CC12CCC(C(=O)N(c3nccs3)C1=O)C2(C)C (configuration not stated)	99&101	96&110	99&108	102&89	110&111	104&107	106&121	98&110	104&105
O/N=C(/CSc1nnc(-c2cc(-c3ccc(Cl)cc3)nc3ccccc23)o1)c1ccccc1	53	90	62	83	94	93	89	87	87
CC(=O)Nc1ccccc1SSc1ccccc1NC(C)=O	104	103	120	.	108	108	109	98	106
O=C(CC(O)c1ccncc1)c1ccccc1O (configuration not stated)	96	98	119	84	108	104	.	100	90
CN(C)N=Nc1cccc([N+](=O)[O-])c1	99	98	104	74	118	109	101	96	656

Other structures:
SMILES	HCT-116	HCT-15	HT29	SNB-75	COLO 205	SW-620	A498	KM12	HCC-2998
CCOC(=O)c1cc(OCC)nc2ccccc12	102	102	112	94	116	108	106	101	104
BrCCN1CCOC1=Nc1ccccc1	95	99	109	79	104	104	113	114	99
Nc1nc(-c2cccc([N+](=O)[O-])c2)c(N=Nc2ccccc2[N+](=O)[O-])s1	-14*	44	80	-15*	94	7.0*	.	54	85
CC(CN(C)C)OC(=O)Nc1ccc(Cl)cc1 (configuration not stated)	77	104	82	107	.	108	99	105	99
N=C1N=C(SCc2nc3ccccc3[nH]2)NC(=O)/C1=C/c1ccc(Cl)cc1	105	103	108	106	110	98	122	104	109
COc1ccc(-c2nc(SCCCCC(=O)NO)[nH]c(=O)c2C#N)cc1	108	107	106	108	114	109	115	106	112
CC(=O)c1ccc(N=Nc2c(N)nc(N)[nH]c2=O)cc1	98	101	100	82	111	106	107	110	112
COc1cc(/C=C/C(=O)c2ccc(NC(=O)CSc3nnc(-c4cc(-c5ccc(S(C)(=O)=O)cc5)nc5ccccc45)n3-c3ccccc3)cc2)cc(OC)c1OC	70	91	106	76	111	102	101	93	106
COc1cccc2cc(-c3cc4ccccc4[nH]3)/c(=N/C(=S)Nc3ccc(Cl)cc3)oc12	66	56	92	61	95	80	80	74	103
CCc1cccc(C(C)(C)C)c1NC(=S)N/C=C(\c1ccccc1)S(=O)Cc1ccccc1 (configuration not stated)	90	101	105	93	108	102	98	105	103

Source: PubChem BioAssay (NCI)
